# ST2 inh: IL1RL1 inhibition. inhibition, % for hits at 17 µM. hit rate 2.3% among 78,000. AID 1259354. Q01638. AlphaLISA ST2-Fc/biotin-IL-33 interaction, 1 h; in the data active = inhibition above about 30%; inconclusive = mostly about 10% to 28%
# Target sequence (Q01638 whole entry, looked up): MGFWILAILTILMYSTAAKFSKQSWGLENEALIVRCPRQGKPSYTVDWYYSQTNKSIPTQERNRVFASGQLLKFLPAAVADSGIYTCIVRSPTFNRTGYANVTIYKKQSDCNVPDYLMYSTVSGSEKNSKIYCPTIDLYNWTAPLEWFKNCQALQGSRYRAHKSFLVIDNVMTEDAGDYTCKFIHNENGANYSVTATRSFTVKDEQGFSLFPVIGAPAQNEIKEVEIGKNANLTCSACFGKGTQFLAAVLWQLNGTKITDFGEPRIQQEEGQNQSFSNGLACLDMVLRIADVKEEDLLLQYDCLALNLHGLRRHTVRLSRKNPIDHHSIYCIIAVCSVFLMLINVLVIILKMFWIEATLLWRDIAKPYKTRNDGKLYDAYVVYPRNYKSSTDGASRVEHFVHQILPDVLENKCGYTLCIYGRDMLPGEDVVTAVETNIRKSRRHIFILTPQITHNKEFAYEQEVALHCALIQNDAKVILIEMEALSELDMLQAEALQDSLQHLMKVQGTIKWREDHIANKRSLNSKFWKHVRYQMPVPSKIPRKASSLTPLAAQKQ
# * = called active by the depositor; i = inactive; ? = inconclusive. This is a subset (hit frequency here may not be typical).
SMILES,ST2 inh
C[C@@H]1O[C@@H](O[C@H]2[C@@H](OC(=O)[C@]34CCC(C)(C)CC3C3=CCC5[C@@]6(C)C[C@H](O)[C@H](O[C@@H]7O[C@H](C(=O)O)[C@@H](O)[C@H](O)[C@H]7O)[C@@](C)(CO)C6CC[C@@]5(C)[C@]3(C)CC4)OC[C@H](O)[C@@H]2O)[C@H](O)[C@H](O)[C@H]1O[C@@H]1OC[C@@H](O)[C@H](O)[C@H]1O (some centres undefined),i
CC1=C(C(N)=O)C(c2cccnc2)n2nc(SCc3ccccc3Cl)nc2N1 (centres undefined),i
O=C(O)CCCc1nc2ccccc2[nH]1,?
O=C(NCc1cc(-c2ccccc2Cl)no1)C1CC2(CCNCC2)CN1 (centres undefined),i
CCCCOc1ccc(C(=O)Nc2c3c(nn2-c2ccc(C)cc2)CS(=O)C3)cc1 (centres undefined),i
c1ccc2sc([C@H]3CCN(Cc4ccc5c(c4)OCO5)C3)nc2c1,?
CCOc1ccccc1N1CCN(S(=O)(=O)c2ccc(OCC)c3ccccc23)CC1,?
CCC(CC)C(=O)Nc1ccc(Nc2nc(C)cc(Nc3ccccc3)n2)cc1,i
COc1ccc(CC(=O)Nc2cccc(C)c2)cc1,i
COc1ccc(CNS(=O)(=O)c2cc(Br)cc3c2N(C(=O)C2CC2)CC3)cc1,?
Cc1nc2c(n1O)CCc1c-2no[n+]1[O-],?
Cc1ccc(-c2nnc(-c3nc(NCCCc4ccccc4)c4ccccc4n3)o2)cc1,?
O=C(Nc1ccccc1)C(c1ccccc1)c1ccccc1,i
Cc1ccc(NC(=O)C2C(C=C(Cl)Cl)C2(C)C)c(C)c1 (centres undefined),i
COc1ccc(-c2nnc(NC(=O)c3ccc(C)cc3)s2)cc1,i
Cn1cnnc1SCC(=O)Nc1ccc2nc(SCc3ccccc3F)sc2c1,i
CC(C)CCN1C(=O)N(CC(N)=O)C(=O)C12CCN(C/C=C/c1ccc(N(C)C)cc1)CC2,?
Cc1cc(OC(=O)c2cc3ccccc3oc2=O)cc(C)c1Cl,?
Cc1ccc([N+](=O)[O-])cc1S(=O)(=O)N1CCC(Cc2ccccc2)CC1,?
COc1ccc2nc(NC3=NCC(=O)N3)nc(C)c2c1,?
O=C(Nc1ccc(NC(=O)c2cccs2)cc1)c1cccs1,i
NC(=O)c1c(NC(=O)c2noc3c2CCCC3)sc2c1CCCC2,?
COC(=O)C1=C(C)Nc2ncnn2C1c1ccccc1Cl (centres undefined),i
COCCCNC(=O)c1cccn2c(=O)c3cc4ccccc4cc3nc12,30%*
O=C(O)c1ccc(CN=C2NS(=O)(=O)c3ccccc32)cc1,i
N#Cc1ccsc1NC(=O)CSc1ncnc2sc3c(c12)CCCC3,i
O=C(CSc1nnc2nc[nH]n12)Nc1nc2cc([N+](=O)[O-])ccc2s1,?
O=c1oc2ccccc2c(Nc2ccccc2)c1CN1CCCCC1,i
O=C(NCCCc1ccccc1)C1CC12CCN(C(=O)c1cccc(-c3ccccc3F)c1)CC2 (centres undefined),i
Cc1ccc(-c2nc(S(=O)(=O)c3ccc(C)cc3)c(N(C)C)o2)cc1,?
COc1ccc(N2C(=O)C3CC=CCC3C2=O)c(OC)c1 (centres undefined),i
Cc1c(-c2ccc(Br)cc2)[n+](=O)c2c(n1[O-])CCC2,i
CCc1ccc(N2C(=O)Nc3ccc(Br)cc3C2(O)C(=O)NC2CC2)cc1 (centres undefined),i
COc1ccc(N2C(=O)CC(NCc3cccnc3)C2=O)cc1 (centres undefined),?
O=C(c1ccccc1F)N1CCN=C1SCc1ccc(Br)cc1,i
Cc1ccc(C(=O)N2CCN=C2SCc2ccccc2)cc1[N+](=O)[O-],i
CCCc1ccc(-c2nccn2CCN2CCCC2=O)o1,?
CC(=O)Nc1ncc(C(=O)N2Cc3cnc(CC(C)C)nc3C2)s1,i
COc1ccc(S(=O)(=O)N(Cc2ccccc2)C(C)C)cc1,i
COc1cc(C(=O)NC2(Cc3ccc(C)cc3)CC2)ccc1O,?
O=C(Nc1ccc([N+](=O)[O-])cc1Br)c1cncc(Br)c1,47%*
COc1ccc(NS(=O)(=O)c2cc(Br)cc3c2N(C(C)=O)C(C)C3)cc1 (centres undefined),?
CC(C)Cn1nc(C(=O)NC2CCCC2)c2c1CCN(C(=O)c1ccccc1-n1cccn1)C2,i
Cc1ccc(NCC2OCc3ccccc3CO2)cc1,97%*
CNCc1cc(-c2ccc(-c3ccn[nH]3)cc2)ccc1OC,i
CN(C)c1ccc(/C=C(\C#N)c2nc(-c3ccc(Br)cc3)cs2)cc1,53%*
COc1ccc(-c2csc(NC(=O)C3CC=CCC3C(=O)O)n2)cc1 (centres undefined),i
CC(=O)c1ccc(NC(=O)c2cccc(S(=O)(=O)Nc3ccc(C(C)=O)cc3)c2)cc1,i

# 2 records picked at random from those above:
SMILES,ST2 inh
COc1ccc(-c2csc(NC(=O)C3CC=CCC3C(=O)O)n2)cc1 (centres undefined),i
COc1ccc(S(=O)(=O)N(Cc2ccccc2)C(C)C)cc1,i

# Nothing new here: 15 of the compounds above.
SMILES,ST2 inh
CCc1ccc(N2C(=O)Nc3ccc(Br)cc3C2(O)C(=O)NC2CC2)cc1 (centres undefined),i
COc1ccc(N2C(=O)CC(NCc3cccnc3)C2=O)cc1 (centres undefined),?
O=C(c1ccccc1F)N1CCN=C1SCc1ccc(Br)cc1,i
Cc1ccc(C(=O)N2CCN=C2SCc2ccccc2)cc1[N+](=O)[O-],i
CCCc1ccc(-c2nccn2CCN2CCCC2=O)o1,?
CC(=O)Nc1ncc(C(=O)N2Cc3cnc(CC(C)C)nc3C2)s1,i
COc1ccc(S(=O)(=O)N(Cc2ccccc2)C(C)C)cc1,i
COc1cc(C(=O)NC2(Cc3ccc(C)cc3)CC2)ccc1O,?
O=C(Nc1ccc([N+](=O)[O-])cc1Br)c1cncc(Br)c1,47%*
COc1ccc(NS(=O)(=O)c2cc(Br)cc3c2N(C(C)=O)C(C)C3)cc1 (centres undefined),?
CC(C)Cn1nc(C(=O)NC2CCCC2)c2c1CCN(C(=O)c1ccccc1-n1cccn1)C2,i
Cc1ccc(NCC2OCc3ccccc3CO2)cc1,97%*
CNCc1cc(-c2ccc(-c3ccn[nH]3)cc2)ccc1OC,i
CN(C)c1ccc(/C=C(\C#N)c2nc(-c3ccc(Br)cc3)cs2)cc1,53%*
COc1ccc(-c2csc(NC(=O)C3CC=CCC3C(=O)O)n2)cc1 (centres undefined),i

# (list continues)
SMILES,ST2 inh
Cc1cc(OCC(=O)N(C)c2ccccc2)ccc1Cl,i
O=C(O)C1CCCCCN1 (centres undefined),i
CCCc1oncc1C(=O)NC1CC(=O)N(CCc2ccc(F)cc2)C1 (centres undefined),?
CC1=C(C(=O)Nc2ccccc2)C(c2sccc2C)n2ncnc2N1 (centres undefined),i
Cc1ccc2c(-c3cccc(O)c3)cccc2n1,i
O=C(O)C1CN(S(=O)(=O)c2cc3ccccc3o2)CCN1 (centres undefined),i
O=C(NCCn1ccc2ccccc21)c1cn(CCc2ccccc2)nn1,i
COc1ccc(C(=O)N[C@H]2CO[C@H]3[C@@H]2OC[C@@H]3Nc2nccc(-c3cccc(F)c3)n2)cc1,i
COc1cccc(N2C(=O)C(O)=C(C(C)=O)C2c2ccc(Br)cc2)c1 (centres undefined),?
NC(=O)c1ccc(C(=O)c2ccc([N+](=O)[O-])cc2)cc1,i
COC(=O)C1=CO[C@@H](O[C@@H]2O[C@H](CO)[C@@H](O)[C@H](O)[C@H]2O)[C@H]([C@H](C)OC(C)=O)[C@@H]1CC(=O)O,i
Cc1c(NC(=O)C(C)N2CCC(C)CC2)cccc1C(=O)NC(C)(C)C (centres undefined),i
CC(C)c1ccc(N(C(=O)Cc2ccc(F)cc2)C2C=CS(=O)(=O)C2)cc1 (centres undefined),i
COc1cccc(C(=O)Nc2c3c(nn2C(C)(C)C)CS(=O)C3)c1OC (centres undefined),i
CN1CCN(Cc2c(Cl)ccc(O)c2Cl)CC1C(=O)O (centres undefined),i
CC(=O)NCCNc1ncc(F)c(N2CCOCC2)n1,i
CC1CN(S(=O)(=O)c2ccc(C(=O)Nc3nnc(-c4ccccc4Cl)o3)cc2)CC(C)O1 (centres undefined),i
CCOC(=O)N1CCN(C(=O)Nc2ccc3nc(C)c(C)nc3c2)CC1,i
O=C(Cn1c(=O)sc2ccccc21)N1CCN(c2ccc(Cl)cc2)CC1,i
CN=C1NC(=O)C(CC(=O)Nc2ccc(C)cc2)S1 (centres undefined),?
O=C(c1ccc([N+](=O)[O-])cc1)N1CCSC1c1ccccc1Cl (centres undefined),?
Cc1ccsc1CN(Cc1ccncc1)C1CCCC1,i
CCC1=Nc2cc(C(=O)NCCN3CCOCC3)ccc2Sc2ccc(C)cc21,i
CCOc1ccc(C2C(C(=O)OC(C)C)=C(C)NC3=C2C(=O)C(C(=O)OC)C(C)C3)cc1OC (centres undefined),i
O=C(CSCc1ccccc1)Nc1c(C(=O)Nc2ccc(F)cc2)oc2ccccc12,i
COc1ccc(OC)c(-c2nc(Cn3nc(C)nc3C)c(C)o2)c1,i
O=C(CN1CCC(N2CCCC2=O)CC1)N1CCOc2ccccc21,?
CCOC(=O)c1c(NC(=O)c2noc3c2CCCC3)sc2c1CCCC2,?
Cc1ccc(S(=O)(=O)N2CCCCCC2)cc1[N+](=O)[O-],?
COc1ccc(CCNC(=O)CCS(=O)(=O)c2cccc3nsnc23)cc1OC,i
O=C(O)C1CCCCC1C(=O)Nc1nnc(C2CC2)s1 (centres undefined),i
O=C(NCc1cccs1)c1noc2c1CCc1ccccc1-2,i
c1ccc(-c2ncc(CSc3nc4ccccc4s3)o2)cc1,?
O=C(Nc1ccc(N2CCCC2)c(Cl)c1)c1ccc([N+](=O)[O-])cc1,?
Cc1ccnc(NS(=O)(=O)c2ccc(NC(=O)CC(C)c3ccccc3)cc2)n1 (centres undefined),i
COc1ccc(-n2c(C)c3c(C)nnc(C)c3c2C)cc1OC,31%*
CC1CCN(S(=O)(=O)c2ccc(C(=O)Nc3nnc(C4CC4)o3)cc2)CC1,?
COc1ccc2cc3cc(C(=O)Nc4ccc(F)cc4)sc3nc2c1,35%*
COc1ccccc1C1CC(=O)N2CN(c3ccc(Br)cc3)CSC2=C1C#N (centres undefined),i
CCNC(=O)N1C[C@@H]2OCC(=O)N(Cc3ccc(OC)cc3)[C@@H]2C1,i
O=C(CC1CCC1)Nc1ccc(I)cc1,i
O=C(NC1CC(=O)N(c2cccc(F)c2)C1)c1ccc(Br)o1 (centres undefined),?
O=C(CSc1nc2ccc(NC(=O)c3cccc4ccccc34)cc2s1)NC1CC1,i
Cc1ccc(OCC(=O)Nc2cc(N3CCCS3(=O)=O)ccc2C)cc1,?
O=C(O)C1(O)CCN(c2cc(C(F)(F)F)ccn2)CC1,?
CCc1[nH]c2c(CNC(=O)c3cc(-c4ccccc4O)n[nH]3)cc(F)cc2c1C,?
O=C1NC(C(=O)NCc2cccnc2N2CCCCCCC2)CO1 (centres undefined),i
CNC(=O)c1ccc(Cn2c(=O)c3cc(OC)c(OC)cc3n(CC(=O)N3CCCCC3C)c2=O)cc1 (centres undefined),i
COc1ncccc1CN1CCc2[nH]cnc2C1Cc1ccccc1 (centres undefined),i
N#C/C(=C\c1ccccc1[N+](=O)[O-])c1nc(-c2ccc(Cl)c(Cl)c2)cs1,i
COc1ccc(NC(=O)Cn2cnc3c(oc4ccccc43)c2=O)cc1OC,i
Cc1nnc(-c2ccccc2-c2cccc3ccnn23)s1,i
CCOc1ccccc1NC(=O)c1cccc(OCc2ccccc2)c1,i
CCCCOc1ccc(CN2CCN(c3ccccc3F)CC2)cc1,i
CC(=Nc1ccc(O)cc1)c1c(O)n(C)c(=O)[nH]c1=O,i
O=C(NC[C@H]1O[C@@H](CO)[C@@H](O)[C@H]1N1CCCCC1)Nc1ccccc1,i
Cn1cc(CN2CC(OCc3cccnc3)CN(Cc3ccc4c(c3)CCO4)CC2=O)cn1 (centres undefined),?
CCn1cc(CNC(=O)c2sc3cc(Cl)ccc3c2Cl)cn1,i
O=C1CC(Cc2ccccc2)C(=O)N1Cc1ccccc1 (centres undefined),i
O=C(C(=O)N1CCC(c2[nH]ncc2-c2ccccc2)CC1)c1cccnc1,i

# (listing goes on)
SMILES,ST2 inh
Cc1c(CCNC(=O)CC2C(=O)NCCN2C)c2ccccc2n1-c1ccccc1 (centres undefined),?
CCc1nc(CN(C)C(=O)CSC)no1,?
Cc1ccc(O)c(N=Nc2ccccc2)n1,?
CCOC(=O)c1sc2nc(C)nc(Nc3ccc(F)cc3)c2c1C,i
CCCSc1oc(-c2ccco2)nc1S(=O)(=O)c1ccc(Br)cc1,i
O=C(CC[C@@H]1CNC(=O)[C@@H]2C[C@H](NC(=S)Nc3ccc(Cl)cc3)CN12)NCc1ccccc1,i
Cn1cncc1-c1nnc([C@H]2CCN(Cc3ccc(Cl)cc3)C2)o1,?
COc1ccccc1N1CCN(c2ncnc3sc(C)c(C)c23)CC1,?
O=C(CSS(=O)(=O)O)Nc1ncc([N+](=O)[O-])s1,?
COc1ccc(OC)c(-c2cc(C(=O)Nc3sc4c(c3C(N)=O)CCC(C)C4)no2)c1 (centres undefined),i
COc1ccc(C(O)Cn2c(=N)n(C)c3ccccc32)cc1 (centres undefined),?
Cc1ccc(C)c(-c2csc(NC(=O)CN3C(=O)CCC3=O)n2)c1,i
O=C1CC(N2CCCC2)C(=O)N1c1cccc(Cl)c1 (centres undefined),i
Cc1ccc(-c2noc(CCC(=O)N(C)c3cc(C)ccc3C)n2)cc1,i
COc1ccccc1OCC(=O)N1CCc2c(cnc(C)c2CNC(=O)Cc2ccsc2)C1,i
CC[C@H]1CN(C(=O)c2ccnc(Cl)c2)CC[C@H]1CC(=O)N(C)CC#N,i
COc1cc2c(cc1OC)C(C(=O)NCCN(C)C)C(c1cccs1)N(C)C2=O (centres undefined),i
Cc1cc(C)nc(SCC(=O)Nc2ncc([N+](=O)[O-])s2)n1,?
Cc1ccc(C2C3=C(CCCC3=O)Nc3nc(SCC(=O)NCc4ccco4)[nH]c(=O)c32)cc1 (centres undefined),i
Cc1ccc(C(=O)N2CCCC(Cn3cc(-c4ccccn4)nn3)C2)cc1C (centres undefined),?
Cc1nc2c(C)cccc2cc1C(=O)N1CC[C@H](CO)[C@@H](O)C1,?
CCc1ccc(-c2nc(CN3CCC(C(=O)NCCN4CCCC4)CC3)c(C)o2)cc1,i
O=C(NCc1cc(C2CC2)on1)c1cn(CC2CCCNC2)nn1 (centres undefined),i
Cc1cc(C)cc(C(=O)N2CCN=C2c2ccccc2)c1,i
Clc1ccc(C2CCCN(Cc3nc(-c4cnccn4)no3)C2)cc1 (centres undefined),?

# Source: PubChem BioAssay
